Granule exo inh – LAMP-1 surface exposure blockers, TALL-104 cells – cell-based, flow cytometry, MLPCN library, primary screen; inhibition, % at 10 µM; TALL-104 LAMP-1 surface exposure; cells stimulated with thapsigargin and PMA; hit rate 0.66% among 360,000; AID 651702, 2012;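 active = inhibition above about 55%, limit read from the data; inconclusive = no clear call, values can overlap the other calls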
H9c2 protect – cardioprotection against H2O2-induced cell death, primary screen, uHTS, H9c2 cells, ATPLite luminescence; H9c2 cardiomyocytes, H2O2 injury protection, 2 h; protection from H2O2 cell death, % at 20 µM; hit rate 0.63% among 360,000; AID 588492, 2011;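 active = compounds giving at least 50% protection of heart cells from peroxide-induced death in the single-dose screen, raw or plate-pattern-corrected value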;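 also: 0% = DMSO wells with peroxide and 100% = DMSO wells without peroxide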
ABCB6 inh MLPCN – ABCB6 transporter inhibitors, primary screen, K562-ABCB6 cells, flow cytometry, MLPCN library. fluorescence ratio to DMSO, % at 10 µM. hit rate 0.19% among 360,000. K562-ABCB6 porphyrin accumulation, 1 h; stronger effect = lower value;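 active = fluorescence ratio to DMSO below 75%, the collection mean minus 3 SD; inconclusive = too few cells collected in the well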;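 also: signal is porphyrin accumulated inside mitochondria; 100% equals median channel fluorescence of DMSO control wells; lower ratio means ABCB6 inhibition with less porphyrin fluorescence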
Target sequence (Q9NP58 whole entry, looked up): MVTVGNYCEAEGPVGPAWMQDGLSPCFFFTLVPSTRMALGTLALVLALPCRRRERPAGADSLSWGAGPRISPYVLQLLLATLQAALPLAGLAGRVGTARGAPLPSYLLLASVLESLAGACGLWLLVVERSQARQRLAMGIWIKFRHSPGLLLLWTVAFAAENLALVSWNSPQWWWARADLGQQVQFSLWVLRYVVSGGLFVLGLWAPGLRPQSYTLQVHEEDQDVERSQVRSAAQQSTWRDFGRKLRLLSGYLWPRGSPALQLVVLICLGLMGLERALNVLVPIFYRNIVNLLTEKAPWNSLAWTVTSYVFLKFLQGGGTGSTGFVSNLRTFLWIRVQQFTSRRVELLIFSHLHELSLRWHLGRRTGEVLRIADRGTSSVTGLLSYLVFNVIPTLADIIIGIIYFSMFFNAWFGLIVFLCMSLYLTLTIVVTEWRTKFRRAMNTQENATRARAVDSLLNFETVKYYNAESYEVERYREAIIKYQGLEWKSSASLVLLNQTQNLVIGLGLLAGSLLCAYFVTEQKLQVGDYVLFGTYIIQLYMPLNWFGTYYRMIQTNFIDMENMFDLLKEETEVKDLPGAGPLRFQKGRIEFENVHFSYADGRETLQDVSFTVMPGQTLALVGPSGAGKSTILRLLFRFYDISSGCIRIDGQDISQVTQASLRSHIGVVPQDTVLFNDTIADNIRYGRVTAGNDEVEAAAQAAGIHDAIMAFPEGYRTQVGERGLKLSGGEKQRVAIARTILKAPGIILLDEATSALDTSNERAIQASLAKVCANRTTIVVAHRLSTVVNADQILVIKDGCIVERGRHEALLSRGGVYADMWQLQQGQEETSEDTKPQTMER
Vif imaging – HIV Vif self-association inhibitors, primary screen, imaging, HEK293T, single point; HEK293T cells, Vif self-association by quenched fluorescence, 24 h; inhibition, % at 7.49 µM; hit rate 0.35% among 340,000; in the data active = inhibition above about 50%, passing the limit was not always enough; inconclusive = no clear call, values can overlap the other calls; inactive = below about 31%; also: some results filed as inactive read as strong as hits
HTR2A ag – mouse Htr2a agonists via beta-arrestin recruitment, primary screen, cell-based, luminescence; 5-hydroxytryptamine receptor 2A (Mus musculus), P35363; CHO-K1 mHTR2A beta-arrestin complementation; percent of 30 µM serotonin response; activation, % at 7.6 µM; hit rate 0.66% among 360,000; AID 624169, 2012;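 active = activation above a run cutoff, the mean activation of all tested compounds plus 3 SD, cut at about 14% in these data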;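 also: 0% = plate median of compound wells and 100% = 30 µM serotonin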
iPSC survival up – enhancers of single-cell hiPSC survival, primary screen, ATPlite luminescence; 100% = ROCK inhibitor wells, 0% = DMSO; survival enhancement, % at 20 µM; hit rate 0.044% among 360,000; AID 602274, 2012; in the data active = survival enhancement above about 18%;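 also: cells exposed to compounds for 16 hours before the ATP read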
Glyco luc inh – increase of ERlucT glycosylation luciferase signal, primary screen, N-linked glycosylation inhibitor project, D54 ERlucT cells, luminescence, set 2 | AID 588692, 2011 | reporter increase, % at 12.5 µM | D54 ERlucT glycosylation luciferase reporter, 24 h; percent of 100 nM tunicamycin response | hit rate 0.23% among 360,000;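 active = mean luciferase reporter signal, scaled so untreated is 0 and the glycosylation-blocking control 100, at or above a set limit in every replicate; inconclusive = mean reaches the limit but not every replicate does; inactive = mean below the limit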;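 also: luciferase carries N-glycosylation sites so blocking glycosylation raises the light; 0% = median of neutral control wells and 100% = median of 100 nM tunicamycin wells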
aDG glyco act – activators of alpha-DG glycosylation, primary screen, uHTS, Pro5-aDG cells, AlphaScreen. alpha-DG glycosylation AlphaScreen (IIH6); 0% Pro5, 100% B10-LARGE cell signal. activation, % at 10 µM. hit rate 0.22% among 360,000. AID 624168, 2012;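 active = activation of at least 8% versus controls, or a plate z-score of at least 8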;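 also: Pro5 are CHO cells carrying HIG-tagged alpha-DG that lacks glycosylation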
CaV13 FRET inh – Primary screen for inhibitors of IQ motif and Ca2+-dependent inactivation inhibitor domain binding in CACNA1D, Förster resonance energy transfer in living cells, …; HEK cells, CFP/YFP FRET ICDI-IQ, plate reader, 10 min; percent FRET-ratio fall versus neutral wells; inhibition, % at 12.3 µM; hit rate 0.098% among 340,000; AID 743397;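 active = mean replicate inhibition of at least 30% and at least 1% of replicates passing that level; inconclusive = only one of the two criteria is met; inactive = neither criterion is met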;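 also: 0% = median of the neutral control wells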
PDI turbidity – inhibitors of human PDI, primary screen, biochemical, turbidity, single point, plate reader. inhibition, % at 10 µM. AID 588391, 2011. PDI insulin aggregation turbidity, A650, 90 min. hit rate 0.052% among 350,000. Protein disulfide-isomerase (Homo sapiens), P07237;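 active = mean inhibition across replicates of 30% or more, whatever share of single replicates reach that level; inconclusive = mean inhibition below 30% while every single replicate reaches 30%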;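 also: absorbance from insulin aggregation driven by PDI reduction with DTT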
Starred values were filed as active, the others as inactive; ? = inconclusive; / = no result given. This is a random part of the collection; 3.1% or so of the library scored in one or more.

SMILES	Granule exo inh	H9c2 protect	ABCB6 inh MLPCN	Vif imaging	HTR2A ag	iPSC survival up	Glyco luc inh	aDG glyco act	CaV13 FRET inh	PDI turbidity
CCc1ccc(NC(=O)N2CCC(c3ccccc3)C2)cc1 (stereo unspecified)	2.4	-7.9	92.0	-2.0	-0.3	-0.4	-6.8	0.0	-1.7	-1.3
O=C(NC1CCN(Cc2cccc([N+](=O)[O-])c2)CC1)c1ccccc1	6.7	-1.5	99.0	-3.2	-8.7	0.2	-1.2	0.5	-17.6	-2.3
Cc1cc2oc(=O)cc(Cn3ccnc3)c2cc1C	-0.6	3.3	97.0	24.0	1.3	2.0	0.2	0.0	-5.1	-1.4
CCc1ccccc1NC(=O)c1cnc2n(c1=O)CCS2	-1.9	-19.2	97.0	/	-1.5	-1.0	1.3	-0.1	-9.3	-30.8
Cc1ccc(C(=O)NCC(=O)OCCCOC(=O)CNC(=O)c2ccc(C)cc2)cc1	0.1	-2.7	91.0	14.2	3.3	-0.5	-0.6	-0.1	-5.9	4.9
Cc1cc(C)n2nc(C(=O)Nc3ccc(S(=O)(=O)N(C)C)cc3)nc2n1	0.5	7.7	98.0	/	1.9	-0.3	-0.1	-0.3	-14.1	10.1
CC(NC(=O)c1ccc(C#N)cc1)C1CC2CCC1C2 (stereo unspecified)	-2.8	-3.9	98.0	2.8	1.0	-0.3	-0.8	0.2	-3.5	1.2
O=C(O)CC(NS(=O)(=O)c1c(F)cc(F)cc1Br)c1ccccc1Cl (stereo unspecified)	-14.1	8.6	98.0	1.1	0.7	-0.1	-1.0	-0.2	-2.8	3.5
COCCn1c(C)cc(/C=C(\C#N)C(=O)OC(C)C(=O)Nc2ccc(NC(C)=O)cc2)c1C (stereo unspecified)	-1.3	0.1	105.0	-1.6	-2.6	0.6	-6.6	-0.1	-6.8	3.6
CC1=Nc2ccc3ccccc3c2C1(C)C	1.1	-7.1	221.0	53.0*	2.6	3.6	-2.9	0.0	-6.1	2.2
CCOC(=O)C1CCCN(CCC(=O)Nc2ccccc2)C1 (stereo unspecified)	-4.1	-0.2	102.0	1.3	-3.4	-3.7	-1.3	0.1	/	7.7
O=C(COc1cccc(C(F)(F)F)c1)NCC(c1ccco1)N1CCCC1 (stereo unspecified)	-1.3	0.4	97.0	4.8	-4.4	0.4	0.7	0.1	-3.6	14.7
CC(C)CN1C(=O)c2ccc(NC(=O)c3cccs3)cc2C1=O	1.7	-8.8	100.0	-16.1	-3.7	3.7	0.5	0.3	-4.0	-3.1
Cc1ccsc1C(=O)N1CCCCCC1(C)C(=O)NCC(C)C (stereo unspecified)	-1.6	1.5	107.0	0.0	3.5	-1.9	-0.2	-0.1	-4.1	1.1
COc1ccc(CC(N)c2csc(Nc3ccc(C(=O)c4ccccc4)cc3)n2)cc1 (stereo unspecified)	11.3	-12.4	93.0	-6.0	-8.5	-4.3	-4.4	-0.7	-11.0	-6.5
O=S(=O)(c1ccccc1F)N1CCN(CC(O)c2ccccc2)CC1 (stereo unspecified)	80.4*	-0.4	97.0	-2.8	-6.0	-0.7	1.2	0.0	-1.2	-6.3
Cc1cc(C)c(C(=O)COC(=O)C2CCN(c3ccc(C(F)(F)F)cn3)CC2)c(C)c1	1.2	-11.0	98.0	-0.4	-7.4	-0.1	0.0	0.3	-15.6	-2.1
Cc1no[n+]([O-])c1COc1ccc(/C=C(\C#N)C(N)=O)cc1	-2.3	-2.8	103.0	3.0	-1.5	-0.3	0.6	0.1	-3.7	7.1
COc1ccc(C(=O)CSc2nnc(CNc3ccc(C)cc3C)n2Cc2ccco2)cc1	22.6	6.3	96.0	-30.5	-7.3	-1.5	-2.8	0.1	-6.2	-1.5
CCn1nc(C)cc1C(=O)N1CCCC(N2CCN(c3cccc(Cl)c3)CC2)C1 (stereo unspecified)	-1.9	-5.8	92.0	-7.8	-1.8	-0.3	1.3	0.4	/	-3.2
COc1ccc(NC(=O)CNC(=O)Cn2cnc3sc4c(c3c2=O)CCCC4)cc1OC	1.4	1.2	102.0	6.5	4.1	-0.4	1.8	-0.1	-5.7	-6.4
CN1CCCC(OC(=O)c2ccc3c(c2)OCCO3)C1 (stereo unspecified)	-4.8	-8.3	96.0	-6.6	0.1	3.9	-6.0	-0.2	-6.3	3.4
O=C(c1ccncc1)c1ccc(NS(=O)(=O)c2ccc(Br)s2)cc1	1.5	-7.6	100.0	-6.4	-8.7	-0.8	-1.3	-0.1	-4.5	-2.7
C=CCn1c(SCC(=O)c2c(N)n(C3CC3)c(=O)[nH]c2=O)nnc1-c1ccc(OC)cc1	-7.8	-5.2	101.0	-8.5	6.7	-0.3	-0.7	0.0	-6.2	8.2
O=C(COC(=O)c1ccccc1O)Nc1cccc2ccccc12	-2.4	-3.1	88.0	-1.1	-6.5	-0.2	0.0	1.2	-6.8	-8.6

More results follow.
SMILES	Granule exo inh	H9c2 protect	ABCB6 inh MLPCN	Vif imaging	HTR2A ag	iPSC survival up	Glyco luc inh	aDG glyco act	CaV13 FRET inh	PDI turbidity
CC(CC(=O)c1cccs1)CC(=O)c1cccs1	-3.9	-0.8	97.0	-1.1	0.1	-0.9	-4.4	0.0	-7.4	-10.0
COc1ccc(N(C)S(=O)(=O)c2cccc(C(=O)Nc3ccc(-n4cnnn4)cc3)c2)cc1	0.6	-4.9	98.0	-2.5	-2.8	2.8	-5.9	0.5	-4.4	-1.0
CC(C)c1cc(NC(=O)CSc2nnc(-c3ccccc3F)n2C)on1	1.0	0.8	95.0	6.4	1.4	0.2	0.1	-0.1	-4.9	-1.0
COc1ccccc1NC(=S)NCCSc1ccc(Cl)cc1	-0.5	4.0	101.0	2.5	-1.1	3.1	1.3	-0.2	-4.2	1.2
COc1cccc(CC(C(=O)Nc2cc(C)ccc2C)c2nn[nH]n2)c1OC (stereo unspecified)	-1.8	4.4	96.0	6.8	2.9	1.2	3.6	0.1	-5.6	0.1
CN(N=Cc1cccc2cccnc12)c1ccc([N+](=O)[O-])cc1[N+](=O)[O-]	-4.1	-2.6	94.0	1.0	0.9	-0.2	1.8	-0.2	-19.0	-2.0
CC(=O)Nc1ccccc1OCc1cnc(Cl)s1	17.7	1.0	98.0	-8.2	2.2	-0.8	2.6	-0.4	-6.2	4.4
O=CN(CCN(C=O)CN1CCCCC1)CN1CCCCC1	3.7	-0.3	100.0	-18.1	-0.8	7.8	-4.4	-0.1	/	-1.0
COc1ccc(NC(=O)CSc2nnnn2C)cc1S(=O)(=O)N1CCCCC1	3.7	5.5	102.0	12.5	9.9	0.1	0.6	-0.3	-6.2	8.2
COc1ccc(NC(=O)c2ccc(NC(=O)c3nc4nccc(C)n4n3)cc2)cc1	13.9	10.2	98.0	/	-7.6	1.0	-2.9	0.0	-6.6	-1.9
Cc1cc(NC(=O)CN2C(=O)c3ccccc3S2(=O)=O)no1	-1.4	-0.2	101.0	-2.2	4.7	4.1	0.2	0.2	-5.1	9.2
CCCN(Cc1ccco1)S(=O)(=O)c1ccc(OC)c(OC)c1	2.4	-7.1	96.0	-10.8	2.5	0.1	-1.0	0.0	-5.1	-2.3
Cc1nc(NC(=O)CSc2nc3cccnc3n2Cc2ccccc2)sc1C	-1.1	2.0	89.0	?	-2.7	2.1	-6.1	1.5	-3.8	-3.8
COc1ccc(-c2cn3c(C)c(C(=O)NC(C)C)sc3n2)cc1	9.6	0.0	104.0	-3.2	-0.9	4.0	1.5	0.4	-5.0	-4.4
CC(C)(C)c1ccc(/C=C2/SC(N3CCCC3)=NC2=O)cc1	2.8	-1.2	98.0	3.9	-5.6	0.3	-0.8	0.0	-5.2	-0.3
COc1ccc(NC(=O)CSC2=C(C#N)C(c3ccco3)C3=C(CCCC3=O)N2)c(OC)c1 (stereo unspecified)	-2.4	9.6	88.0	8.8	-0.9	0.1	0.8	0.0	-4.3	-5.2
CCOCCCNC(=O)c1cn(CC(C)C)c(=O)c2cc(OC)c(OC)cc12	-1.9	-2.4	101.0	15.8	-2.2	-0.2	1.1	0.8	-6.1	7.6
CC(C)(C(=O)c1ccccc1)/[N+]([O-])=C/c1ccccc1	-2.8	4.4	103.0	-0.7	0.6	4.4	3.5	-0.3	-6.8	1.4
COC(=O)[C@]12CCCCC=C1N(Cc1ccc(Cl)cc1Cl)C(=O)[C@H](CC(=O)N1CCN(C(=O)c3ccco3)CC1)C2	-9.0	/	99.0	/	8.5	-0.5	/	-0.3	-10.3	/
Cc1ccccc1SC1CCN(C(=O)C2CCC(=O)N(C3CC3)C2)CC1 (stereo unspecified)	2.3	-8.8	104.0	-9.6	-6.7	0.3	-2.1	0.3	-2.6	1.7
Cc1ccc(C(OCC(O)CN2CCCCC2CO)c2ccccc2)cc1 (stereo unspecified)	-0.7	3.8	107.0	-3.7	-3.9	-0.2	0.2	-0.3	-4.4	3.0
COc1cccc(CNCc2ccc3c(c2)OCO3)c1	6.6	-2.0	99.0	2.5	-2.5	0.1	-0.6	0.3	-20.8	-5.4
CCCCc1c(-c2cccc(OC)c2)ncn1CCc1ccccc1OC	29.7	/	93.0	/	-8.7	-0.1	/	0.5	-6.3	/
Cc1cc(C)nc(SCNC(=O)c2ccc(Cl)cc2)n1	-0.2	-0.7	96.0	2.0	3.9	1.9	0.1	-0.2	-3.2	-1.4
CCCCN1CCCCC1(C)C(=O)NCc1ccc2c(c1)OCO2 (stereo unspecified)	3.0	0.5	94.0	11.4	5.6	1.8	-0.5	-0.4	-4.5	-11.3

New compounds follow.
SMILES	Granule exo inh	H9c2 protect	ABCB6 inh MLPCN	Vif imaging	HTR2A ag	iPSC survival up	Glyco luc inh	aDG glyco act	CaV13 FRET inh	PDI turbidity
COc1ccc(/C=C(/NC(=O)c2ccccc2)C(=O)NCCN2CCOCC2)cc1OC	-17.0	0.9	102.0	-0.4	1.6	0.2	1.7	-0.1	-5.2	-4.0
S=C(NCc1cccnc1)Nc1ccc(Cl)cc1	-2.5	13.3	101.0	-6.9	-5.0	3.4	0.9	0.4	/	14.7
COc1ccccc1NC(=O)Nc1cccnc1	-0.9	5.8	101.0	-3.2	-1.3	1.1	0.0	0.2	7.8	-1.4
COc1ccc(OCCCC(=O)N2CCCc3ccccc32)cc1	-1.0	21.4	92.0	1.7	-6.5	-0.4	-0.2	0.2	-7.1	1.3
Cc1c(C(=O)N2CCN(Cc3ccccc3)CC2)oc2c1C(=O)CCC2	-2.3	4.5	101.0	4.1	0.9	-0.3	-1.5	-0.3	-7.0	2.4
COc1ccc(-c2nn(-c3ccccc3)cc2/C=N/NC(N)=S)cc1OC	1.1	11.2	102.0	2.1	-10.8	-0.6	21.1	0.2	-4.6	-4.4
COc1ccccc1NC(=O)Cn1nnc(C(=O)Nc2ccccc2)c1N	1.0	7.1	91.0	/	1.1	1.4	1.2	0.0	-4.4	-3.2

Screens: PubChem, several laboratories
